# RmlCD inh 1536: blocks M. tuberculosis RmlC and RmlD coupled enzymes. actives 0.03% (n = 160,000). RmlC+RmlD coupled enzyme assay, percent inhibition; primary screen in compound mixtures. inhibition, % at 3.6 µM. P9WH09+P9WH11; in the data active means inhibition mostly above about 34%, no sharp cut-off; inconclusive means no clear call, values can overlap the other calls; inactive means mostly below about 22%; further: some results filed as inactive read as strong as hits
# Target sequence (P9WH09 whole entry, looked up): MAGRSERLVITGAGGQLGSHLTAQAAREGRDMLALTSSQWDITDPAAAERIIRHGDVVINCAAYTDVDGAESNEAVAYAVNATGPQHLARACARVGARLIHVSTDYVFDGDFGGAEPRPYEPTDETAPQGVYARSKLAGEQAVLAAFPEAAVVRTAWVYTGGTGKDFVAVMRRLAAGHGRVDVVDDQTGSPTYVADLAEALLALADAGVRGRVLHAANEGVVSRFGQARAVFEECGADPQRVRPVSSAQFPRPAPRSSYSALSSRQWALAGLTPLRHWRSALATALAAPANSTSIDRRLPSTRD
# Target sequence (P9WH11 whole entry, looked up): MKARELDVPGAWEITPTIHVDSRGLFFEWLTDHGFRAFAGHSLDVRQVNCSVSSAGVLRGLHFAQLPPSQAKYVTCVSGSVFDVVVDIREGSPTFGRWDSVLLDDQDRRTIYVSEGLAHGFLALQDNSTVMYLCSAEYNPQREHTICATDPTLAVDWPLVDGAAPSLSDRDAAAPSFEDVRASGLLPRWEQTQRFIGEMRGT
# GlmU inhibition: inhibition of mycobacterial GlmU enzyme – biochemical, glucosamine-1-phosphate acetyltransferase (AID 1376); M. tuberculosis GlmU acetyltransferase enzyme assay; higher % means a stronger effect; inhibition, %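 (tested at 30 µM in the primary screen)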, or IC50 in µM where a hit was titrated; actives 0.25% (n = 220,000); in the data active means inhibition above about 13%; inconclusive means no clear call, values can overlap the other calls;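 further: 0% = complete reaction with vehicle and 100% = reaction without substrate; strong numbers were not always called active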
# * hit, by the source's call; ? = inconclusive; . = no result given. The list is partial, so the mix of outcomes need not match the whole.
Structure: O=S(=O)(c1ccccc1)n1cc(-c2ccccn2)c(N2CCOCC2)n1
  RmlCD inh 1536: -11.9	GlmU inhibition: -3.9%
Structure: Cc1ccccc1-c1nc(CN2CCC(C(=O)NCCCN3CCCC3)CC2)c(C)o1
  RmlCD inh 1536: -4.1	GlmU inhibition: -6.0%
Structure: Cc1ccc(NC(=O)/C(C#N)=C/c2ccccc2C(F)(F)F)cc1
  RmlCD inh 1536: 6.3	GlmU inhibition: 2.5%
Structure: Cn1c(=O)c2cc(S(=O)(=O)NCCC(=O)NCc3ccccc3Cl)ccc2n(C)c1=O
  RmlCD inh 1536: -1.2	GlmU inhibition: -0.6%
Structure: CCOc1ccc(CCNS(=O)(=O)c2c(C)n[nH]c2C)cc1OCC
  RmlCD inh 1536: 7.1	GlmU inhibition: 1.0%
Structure: C/C(=N\NC(=O)CN1CCN(Cc2ccccc2)CC1)c1ccncc1
  RmlCD inh 1536: 9.6	GlmU inhibition: 0.7%
Structure: Cn1/c(=N\NC(=O)c2ccccc2Cl)sc2ccccc21
  RmlCD inh 1536: 5.6	GlmU inhibition: 1.9%
Structure: OC(CNCc1ccccc1)(c1ccc(F)cc1)c1ccc(F)cc1
  RmlCD inh 1536: .	GlmU inhibition: -4.5%
Structure: CCOc1ccccc1NC(=O)CSc1nc(N)c(C#N)cc1C#N
  RmlCD inh 1536: -1.5	GlmU inhibition: -8.2%
Structure: CCOC(=O)CSc1nc2cc(OC)ccc2cc1C#N
  RmlCD inh 1536: 5.7	GlmU inhibition: -5.1%
Structure: Cc1cc(C)c(N=C2CCCN2Cc2ccccc2)c(C#N)c1
  RmlCD inh 1536: .	GlmU inhibition: -1.4%
Structure: CCOc1ccc(S(=O)(=O)NCCC(=O)OCC(=O)c2ccc[nH]2)cc1
  RmlCD inh 1536: -9.8	GlmU inhibition: 1.5%
Structure: CC(C(=O)Nc1ccccc1C(=O)O)n1c(C(F)(F)F)nc2ccccc21 (stereo unspecified)
  RmlCD inh 1536: 3.3	GlmU inhibition: -1.2%
Structure: Cc1cc(O)c(C(C)C)cc1NC(=O)c1ccccc1Cl
  RmlCD inh 1536: -10.4	GlmU inhibition: 3.6%
Structure: CC1(C)C(c2cccs2)=[N+]([O-])C2(CCCCC/C2=N\O)N1O (stereo unspecified)
  RmlCD inh 1536: 7.6	GlmU inhibition: 3.6%
Structure: O=C(OCCN1CCOCC1)c1ccc(OCCN2CCOCC2)cc1
  RmlCD inh 1536: -4.7	GlmU inhibition: 0.3%
Structure: COc1cc(OC)c(OC)cc1/C=C1\C(=O)NC(=O)N(Cc2ccccc2)C1=O
  RmlCD inh 1536: 1.1	GlmU inhibition: 1.9%
Structure: CC(C)(C)C(=O)COC(=O)c1cc(-c2cccnc2)nc2ccccc12
  RmlCD inh 1536: -5.4	GlmU inhibition: -6.4%
Structure: CCCC1O[C@@H]2CC3C4CCC5=CC(=O)C=C[C@]5(C)C4C(OC(C)=O)C[C@]3(C)[C@]2(C(=O)COC(C)=O)O1 (stereo partly specified)
  RmlCD inh 1536: -263.2	GlmU inhibition: -0.2%
Structure: COCCNC(=O)CSc1ccccc1C(=O)O
  RmlCD inh 1536: -10.9	GlmU inhibition: 1.7%
Structure: NC(=O)CN1C(=O)C(O)(CC(=O)c2ccccc2O)c2ccccc21 (stereo unspecified)
  RmlCD inh 1536: 8.1	GlmU inhibition: 0.7%
Structure: CC(C)(C)NC(=S)N/N=C/c1cc(Br)c(O)c(Br)c1
  RmlCD inh 1536: .	GlmU inhibition: -5.7%
Structure: CCC(=O)Nc1nn(C)c2nc3c(C)cccc3cc12
  RmlCD inh 1536: .	GlmU inhibition: -3.6%
Structure: Cc1nnc(SCC(=O)N/N=C/c2cc(Cl)c(O)c(Cl)c2)s1
  RmlCD inh 1536: -8.4	GlmU inhibition: 4.4%
Structure: CCN(CC)C(=O)C(=O)c1cccn1-c1cccc(OC)c1C#N
  RmlCD inh 1536: -12.2	GlmU inhibition: -1.8%

# A draw from above in order of formula weight, largest number first:
Structure: Cn1c(=O)c2cc(S(=O)(=O)NCCC(=O)NCc3ccccc3Cl)ccc2n(C)c1=O
  RmlCD inh 1536: -1.2	GlmU inhibition: -0.6%
Structure: Cc1ccccc1-c1nc(CN2CCC(C(=O)NCCCN3CCCC3)CC2)c(C)o1
  RmlCD inh 1536: -4.1	GlmU inhibition: -6.0%
Structure: CC(C)(C)NC(=S)N/N=C/c1cc(Br)c(O)c(Br)c1
  RmlCD inh 1536: .	GlmU inhibition: -5.7%
Structure: CCOc1ccc(S(=O)(=O)NCCC(=O)OCC(=O)c2ccc[nH]2)cc1
  RmlCD inh 1536: -9.8	GlmU inhibition: 1.5%
Structure: CC(C(=O)Nc1ccccc1C(=O)O)n1c(C(F)(F)F)nc2ccccc21 (stereo unspecified)
  RmlCD inh 1536: 3.3	GlmU inhibition: -1.2%
Structure: CCOc1ccc(CCNS(=O)(=O)c2c(C)n[nH]c2C)cc1OCC
  RmlCD inh 1536: 7.1	GlmU inhibition: 1.0%
Structure: O=C(OCCN1CCOCC1)c1ccc(OCCN2CCOCC2)cc1
  RmlCD inh 1536: -4.7	GlmU inhibition: 0.3%
Structure: CCOc1ccccc1NC(=O)CSc1nc(N)c(C#N)cc1C#N
  RmlCD inh 1536: -1.5	GlmU inhibition: -8.2%
Structure: C/C(=N\NC(=O)CN1CCN(Cc2ccccc2)CC1)c1ccncc1
  RmlCD inh 1536: 9.6	GlmU inhibition: 0.7%
Structure: CC(C)(C)C(=O)COC(=O)c1cc(-c2cccnc2)nc2ccccc12
  RmlCD inh 1536: -5.4	GlmU inhibition: -6.4%
Structure: NC(=O)CN1C(=O)C(O)(CC(=O)c2ccccc2O)c2ccccc21 (stereo unspecified)
  RmlCD inh 1536: 8.1	GlmU inhibition: 0.7%
Structure: OC(CNCc1ccccc1)(c1ccc(F)cc1)c1ccc(F)cc1
  RmlCD inh 1536: .	GlmU inhibition: -4.5%
Structure: Cc1ccc(NC(=O)/C(C#N)=C/c2ccccc2C(F)(F)F)cc1
  RmlCD inh 1536: 6.3	GlmU inhibition: 2.5%
Structure: CC1(C)C(c2cccs2)=[N+]([O-])C2(CCCCC/C2=N\O)N1O (stereo unspecified)
  RmlCD inh 1536: 7.6	GlmU inhibition: 3.6%
Structure: Cn1/c(=N\NC(=O)c2ccccc2Cl)sc2ccccc21
  RmlCD inh 1536: 5.6	GlmU inhibition: 1.9%
Structure: CCOC(=O)CSc1nc2cc(OC)ccc2cc1C#N
  RmlCD inh 1536: 5.7	GlmU inhibition: -5.1%
Structure: COCCNC(=O)CSc1ccccc1C(=O)O
  RmlCD inh 1536: -10.9	GlmU inhibition: 1.7%
Structure: CCC(=O)Nc1nn(C)c2nc3c(C)cccc3cc12
  RmlCD inh 1536: .	GlmU inhibition: -3.6%

# Following part:
Structure: COc1cccc(NC(=O)N2CCC(n3nnc4ccccc43)CC2)c1
  RmlCD inh 1536: .	GlmU inhibition: 4.3%
Structure: COc1ccc(C(=O)CSc2ncnc3nc[nH]c23)cc1
  RmlCD inh 1536: 5.6	GlmU inhibition: 2.1%
Structure: CC(=O)N/C(=C\c1ccc(F)cc1)C(=O)NC(Cc1ccccc1)C(=O)O (stereo unspecified)
  RmlCD inh 1536: -2.4	GlmU inhibition: 2.4%
Structure: COC(=O)c1cc(CSc2nnc(NC3CCCCC3)s2)oc1C
  RmlCD inh 1536: 11.7	GlmU inhibition: 0.7%
Structure: Cc1ccc(-c2noc(CC(c3ccccc3)c3ccccc3)n2)cc1
  RmlCD inh 1536: 7.6	GlmU inhibition: -0.7%
Structure: CCOC(=O)c1[nH]c(C)c(/C(O)=C2\C(=O)C(=O)N(CCN(C)C)C2c2ccncc2)c1C (stereo unspecified)
  RmlCD inh 1536: .	GlmU inhibition: -3.3%
Structure: CC(=O)c1cccc(NC(=O)C2CC(c3ccc(F)cc3)=NO2)c1 (stereo unspecified)
  RmlCD inh 1536: -14.8	GlmU inhibition: -4.0%
Structure: O=C(/C=C/N1CCOCC1)c1ccc(-c2ccccc2)cc1
  RmlCD inh 1536: 36.5	GlmU inhibition: 1.3%
Structure: Cc1nn(C)cc1CNC(=O)c1cccc(Br)c1
  RmlCD inh 1536: .	GlmU inhibition: 2.5%
Structure: CCOC(=O)N1CCN(c2ccc(F)cc2[N+](=O)[O-])CC1
  RmlCD inh 1536: .	GlmU inhibition: 3.3%
Structure: Cc1cccc(NC(=O)Cn2nnc(-c3cccs3)n2)c1C
  RmlCD inh 1536: 4.3	GlmU inhibition: -3.6%
Structure: CCN(CC)S(=O)(=O)c1cc(C(=O)Oc2cccc(-c3cnc4ccccc4n3)c2)ccc1OC
  RmlCD inh 1536: -10.2	GlmU inhibition: 3.4%
Structure: Cc1ccc(SCCOCCN2CC(C)OC(C)C2)cc1 (stereo unspecified)
  RmlCD inh 1536: 2.6	GlmU inhibition: -2.2%
Structure: Cc1ccc(/C=N\NC(=O)C2COc3cc4ccccc4cc3O2)o1 (stereo unspecified)
  RmlCD inh 1536: .	GlmU inhibition: 1.6%
Structure: O=C(NCc1ccccc1)c1ccccc1OCC(=O)N1CCCCC1
  RmlCD inh 1536: .	GlmU inhibition: 1.2%
Structure: CC1(C)N=C(/C=N/O)C=[N+]1[O-]
  RmlCD inh 1536: .	GlmU inhibition: -3.5%
Structure: O=C(NC(=S)NCCc1ccccc1)c1ccco1
  RmlCD inh 1536: 6.5	GlmU inhibition: .
Structure: CC(=O)Nc1ccccc1OCC(=O)NC(C)c1ccc(F)cc1 (stereo unspecified)
  RmlCD inh 1536: -17.5	GlmU inhibition: -1.6%
Structure: CCS(=O)(=O)Nc1ccc(C2=NN(C(=S)Nc3ccccc3)C(c3ccco3)C2)cc1 (stereo unspecified)
  RmlCD inh 1536: 9.0	GlmU inhibition: -0.7%
Structure: COc1ccc(NC(=O)CCN2CCCCCC2)c(OC)c1
  RmlCD inh 1536: 2.5	GlmU inhibition: 0.1%
Structure: CCCCOc1ccc(CNn2c(C)nc3ccccc3c2=O)cc1
  RmlCD inh 1536: .	GlmU inhibition: -7.3%
Structure: COc1ccccc1Sc1nc(-c2ccccc2)ncc1OC
  RmlCD inh 1536: 3.1	GlmU inhibition: 4.1%
Structure: CCOC(=O)c1c(C)[nH]c(C(=O)COC(=O)CNC(=O)c2ccc(Cl)cc2)c1C
  RmlCD inh 1536: -1.0	GlmU inhibition: -3.1%
Structure: COc1ccc(C(=S)N2CCOCC2)cc1OC(=O)c1cc([N+](=O)[O-])c(C)c([N+](=O)[O-])c1
  RmlCD inh 1536: 10.7	GlmU inhibition: -3.2%
Structure: CCN(CC(O)COCc1ccc(Cl)cc1)C1CCCCC1 (stereo unspecified)
  RmlCD inh 1536: 2.7	GlmU inhibition: -5.2%

Structure: COc1cccc(NC(=O)CSc2nc3c(c(=O)n2C)SC(C)C3)c1 (stereo unspecified)
  RmlCD inh 1536: -2.3	GlmU inhibition: 0.8%
Structure: COc1ccc(-n2c(=O)cc(N3CCc4ccccc43)[nH]c2=O)cc1
  RmlCD inh 1536: .	GlmU inhibition: -3.4%
Structure: COc1ccc(Cn2c(N)c(C(=O)NCc3ccco3)c3nc4ccccc4nc32)cc1OC
  RmlCD inh 1536: 6.3	GlmU inhibition: .
Structure: C=CCn1c(O)c(C(C)=NC2CCN(Cc3ccccc3)CC2)c(=O)[nH]c1=O
  RmlCD inh 1536: .	GlmU inhibition: 0.3%
Structure: COc1ccc(NC(=O)CC2C(=O)N(C)C(=S)N2CCc2ccc(F)cc2)cc1 (stereo unspecified)
  RmlCD inh 1536: .	GlmU inhibition: 4.1%
Structure: CC1(C)Cc2c(c(N3CCOCC3)nc3sc4c(NCCN5CCOCC5)nnnc4c23)CS1
  RmlCD inh 1536: 2.7	GlmU inhibition: -6.8%
Structure: O=C(NC1(C(F)(F)F)Oc2ccccc2O1)N1CCCC1
  RmlCD inh 1536: 17.3	GlmU inhibition: -0.1%
Structure: O=[N+]([O-])c1ccc(N2CCCC2)cc1NC(c1ccccc1)c1ccccc1
  RmlCD inh 1536: .	GlmU inhibition: -2.1%
Structure: Cc1nnc(SCC(=O)Nc2sc3c(c2C(=O)c2ccccc2)CCCC3)s1
  RmlCD inh 1536: 7.5	GlmU inhibition: -5.2%
Structure: CCC(C(=O)Nc1ncc(C)s1)c1ccccc1 (stereo unspecified)
  RmlCD inh 1536: 5.6	GlmU inhibition: 2.4%
Structure: O=C(c1ccco1)N1CCN(S(=O)(=O)c2ccc([N+](=O)[O-])cc2)CC1
  RmlCD inh 1536: 6.5	GlmU inhibition: -8.1%
Structure: CN1CCCCCC1=Nc1ccccc1C#N
  RmlCD inh 1536: .	GlmU inhibition: 1.9%
Structure: CCN(CC)CCN=Cc1c(O)n(CCc2ccccc2)c(=O)[nH]c1=O
  RmlCD inh 1536: 3.5	GlmU inhibition: 0.1%
Structure: CCC(C)(C)NC(=O)c1ccc2c(c1)N(CC(=O)OC)C(=O)C(C)(C)O2
  RmlCD inh 1536: -6.6	GlmU inhibition: -1.9%
Structure: CCOC(=O)C(O)(NC(=O)c1cccnc1)C(F)(F)F (stereo unspecified)
  RmlCD inh 1536: 14.5	GlmU inhibition: -2.6%
Structure: COC1=C(Nc2ccc(OC)cc2)C(=O)c2ccccc2C1=O
  RmlCD inh 1536: -11.8	GlmU inhibition: 6.8%
Structure: COc1ccc(/C=C/C(=O)C2C(=O)C=C(C)OC2=O)cc1O (stereo unspecified)
  RmlCD inh 1536: ?	GlmU inhibition: 1.9%
Structure: Cc1cc(=O)[nH]c(CN2CCC(c3ccccc3)CC2)n1
  RmlCD inh 1536: 0.4	GlmU inhibition: -0.6%
Structure: CCn1ncc(Br)c1C(=O)Nc1cccc(F)c1
  RmlCD inh 1536: 3.9	GlmU inhibition: -2.5%
Structure: COc1ccc(NC(=O)COC(=O)c2c3c(nc4ccccc24)CCCC3)cc1Cl
  RmlCD inh 1536: -10.7	GlmU inhibition: 1.0%
